DYRK1A inh: rat Dyrk1A kinase inhibitors, primary screen, biochemical, single point, plate reader. 310,000 tested, 0.43% active. ADP-Glo luminescence, NFATc1 peptide. inhibition, % at 12.5 µM. AID 504441, 2011; in the data active = inhibition above about 50%;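 also: plate controls were vehicle with enzyme for no effect and no enzyme for full effect; many of its hits are not listed in these tables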
KCNK9 inh: KCNK9 potassium channel inhibitors, primary screen, HEK293 cells, thallium flux | 310,000 tested, 1.2% active | Potassium channel subfamily K member 9 (Homo sapiens), Q9NPC2 | FluxOR thallium flux fluorescence; stronger effect = lower value | B-score at 10 µM | AID 488922, 2010;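 active = ratio B-score over 3 SD below the library mean, with starting fluorescence within 5 SD of its mean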;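 also: negative B-score means less thallium flux so channel inhibition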
Target sequence (Q9NPC2 whole entry, looked up): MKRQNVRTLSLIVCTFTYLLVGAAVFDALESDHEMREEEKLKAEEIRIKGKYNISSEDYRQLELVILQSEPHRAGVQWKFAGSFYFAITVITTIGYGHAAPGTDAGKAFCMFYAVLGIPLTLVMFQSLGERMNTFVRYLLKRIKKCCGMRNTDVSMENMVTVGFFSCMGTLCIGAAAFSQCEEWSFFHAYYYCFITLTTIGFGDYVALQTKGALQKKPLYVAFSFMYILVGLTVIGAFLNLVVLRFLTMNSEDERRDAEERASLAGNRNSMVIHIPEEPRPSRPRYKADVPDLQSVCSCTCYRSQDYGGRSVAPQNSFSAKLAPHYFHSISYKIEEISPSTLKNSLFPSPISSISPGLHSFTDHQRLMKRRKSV
TRPC4 PAM: positive allosteric modulators of TRPC4, primary screen, cell-based, mouse TRPC4beta, HEK293 mu-opioid, Fluo-4 calcium; Short transient receptor potential channel 4 (Mus musculus), Q9QUQ5; DAMGO EC20, Fluo-4 Ca2+ flux; stronger effect = higher value; B-score at 10 µM; 310,000 tested, 0.42% active;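 active = B-score of calcium response area above 5 SD of library B-scores, with initial fluorescence ratio within 5 SD of library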;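 also: B-score of integrated fluorescence ratio over time as area under calcium response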
hERG protect: hERG rescue from dofetilide block, primary screen, cell-based, CHO-hERG, FluxOR thallium flux, dofetilide IC70 | activation (rescue from dofetilide block), less the hit threshold, % at 10 µM | 310,000 tested, 0.51% active | dofetilide IC70 present | AID 1511, 2009 | Voltage-gated inwardly rectifying potassium channel KCNH2 (Homo sapiens), Q12809;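 active = activation above the mean of controls blocked by dofetilide plus 5 SD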;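 also: thallium influx through hERG after potassium depolarization seen as dye fluorescence rise; in these data hits start at about 4.7%; inactives centre near -7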
PolyA inh: polyadenylation inhibitors in yeast reporter cells, primary screen, luminescence, S. cerevisiae. S. cerevisiae SKY197-pL101 polyadenylation reporter, beta-gal luminescence; efflux-impaired pdr1/pdr3 knockout yeast; score 100 = 6 SD above DMSO. calls only at 12 µM. 300,000 tested, 0.02% active;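 active = lowest replicate activity score at least 50, where 100 means six control SD above control mean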;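 also: yeast exposed to compound for 9 h at 30 °C; higher score means more reporter readthrough which indicates perturbed polyadenylation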
Platelet DG rel: inhibitors of platelet dense granule secretion, primary screen, cell-based, MLPCN, human platelets | human platelet-rich plasma, SFLLRN dense granule ATP release, luminescence | inhibition, %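 (compounds screened at 7.5 µM in platelet-rich plasma)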 | AID 1663, 2009 | 300,000 tested, 0.22% active;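 active = mean replicate score, as percent of positive control, at or above 50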
TRPC4 act: activators of mouse TRPC4 channel, primary screen, Fluo4 calcium, HEK293 TRPC4beta/mu-opioid cells. B-score at 10 µM. Fluo4 calcium fluorescence; stronger effect = higher value. Short transient receptor potential channel 4 (Mus musculus), Q9QUQ5. 310,000 tested, 0.49% active;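 active = B-score above 5 SD of library B-scores, and initial fluorescence ratio not above library mean plus 5 SD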;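 also: positive B-score marks a calcium rise read as TRPC4 activation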
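Assay system: HEK293 cells stably co-expressing mouse TRPC4beta and mu-opioid receptor / Timing: Fluo4 dye loading 45 min at room temperature, 110 s recording / Signal: Fluo4 calcium-sensitive dye fluorescence, kinetic, 1 Hz baseline / Read-out: integrated baseline-normalised fluorescence ratio, converted to per-well B score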
KCNK3 inh: human KCNK3 channel inhibitors, primary screen, CHO cells, FluxOR thallium flux, B-score | Potassium channel subfamily K member 3 (Homo sapiens), O14649 | 340,000 tested, 0.84% active | FluxOR fluorescence; stronger effect = lower value | B-score at 10 µM;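 active = B-score under library mean minus 4 SD, starting fluorescence ratio at most library mean plus 5 SD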;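 also: more negative B-score means stronger inhibition of thallium flux through KCNK3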
Target sequence (O14649 whole entry, looked up): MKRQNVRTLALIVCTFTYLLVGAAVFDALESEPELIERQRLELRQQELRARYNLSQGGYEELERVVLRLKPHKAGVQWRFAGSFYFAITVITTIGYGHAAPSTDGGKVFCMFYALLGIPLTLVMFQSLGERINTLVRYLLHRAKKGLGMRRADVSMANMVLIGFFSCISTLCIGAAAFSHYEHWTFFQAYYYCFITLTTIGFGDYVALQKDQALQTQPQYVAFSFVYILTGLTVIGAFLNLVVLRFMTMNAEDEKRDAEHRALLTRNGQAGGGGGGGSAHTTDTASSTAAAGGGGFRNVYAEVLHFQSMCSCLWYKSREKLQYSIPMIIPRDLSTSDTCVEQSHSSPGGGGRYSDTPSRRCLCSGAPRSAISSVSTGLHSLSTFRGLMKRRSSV
KCNQ1 block: inhibitors of human KCNQ1 channel, primary screen, cell-based, thallium flux, high-throughput; Potassium voltage-gated channel subfamily KQT member 1 (Homo sapiens), P51787; CHO-K1 KCNQ1, FluxOR thallium flux fluorescence; stronger effect = higher value; B-score at 10 µM; 310,000 tested, 1.3% active; AID 2642, 2010;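 active = compounds whose thallium flux B-score, printed positive for inhibition, exceeds three library SD while starting fluorescence stays within three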;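 also: channel opened by potassium depolarization with thallium stimulus after 20 min compound exposure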
KCNQ1 pot: potentiators or activators of KCNQ1 channel, primary screen, cell-based, thallium flux, high-throughput. 310,000 tested, 0.35% active. CHO-K1 KCNQ1, thallium flux FluxOR fluorescence; stronger effect = higher value. Potassium voltage-gated channel subfamily KQT member 1 (Homo sapiens), P51787. B-score at 10 µM;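 active = fluorescence ratio B-score, a plate-corrected score, at least three library SD, with initial intensity B-score within 5 SD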
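Assay system: CHO-K1 cells stably expressing KCNQ1; Medium: assay buffer with matched DMSO; Also added: K+/Tl+ depolarizing stimulus; Dosing: single dose; Timing: dye 90 min, compound 20 min, room temperature; Measured by: kinetic FluxOR thallium fluorescence, 10-s 1-Hz baseline, 110-s post-stimulus read; Read-out: peak-minus-minimum fluorescence over initial fluorescence, negative-control normalized, B-scored.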
TRPC4 block: inhibitors of mouse TRPC4 channel, primary screen, Fluo4 calcium, HEK293 TRPC4beta/mu-opioid cells. DAMGO-evoked Fluo4 calcium flux; stronger effect = lower value. B-score at 10 µM. 300,000 tested, 0.39% active;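 active = B-score over 3 SD under the library average, no early fluorescence shift, positive overall ratio signal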
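Assay system: TRPC4beta/mu-opioid receptor HEK293 cell line; compound dosing: single concentration per test compound; detection: Fluo4 Ca2+ flux fluorescence; evaluation: per-well B score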
The depositor's hits bear a star; i = inactive; nt = not tested or not shown. Only part of the results is shown; the hit share may differ from the screen's.

SMILES	DYRK1A inh	KCNK9 inh	TRPC4 PAM	hERG protect	PolyA inh	Platelet DG rel	TRPC4 act	KCNK3 inh	KCNQ1 block	KCNQ1 pot	TRPC4 block
CCCCCCNC(=O)CC(NS(=O)(=O)c1ccc(OC)cc1)C(C)C (stereo not given)	-0.9	i	i	-3.6	i	4.6	i	i	i	i	i
CN(C)C(CNC(C(=O)Nc1ccc([N+](=O)[O-])cc1Br)c1ccccc1)c1ccccc1 (stereo not given)	1.1	i	i	-13.0	i	-3.4	74*	i	9*	i	i
O=C(Cc1cn2ccsc2n1)Nc1nc2c(s1)CN(Cc1ccccc1)CC2	-6.3	i	i	-6.3	i	1.4	i	i	i	i	i
COc1ccc(C)cc1N(CC(=O)N1CCc2ccccc2C1)S(C)(=O)=O	7.2	i	i	-0.2	i	-0.7	i	i	i	i	i
CSc1nc2ncc(C(=O)O)c(N)n2n1	4.4	i	i	-0.9	i	1.8	i	i	i	i	i
CC(C)(C)OC(=O)N1Cc2ccccc2C[C@H]1C(=O)N1CCC[C@H]1C(=O)O	-1.4	i	i	-8.1	i	1.4	i	i	i	i	i
O=C(N/C(=C\c1cccs1)C(=O)N1CCCCCC1)c1ccccc1	-1.0	i	i	-6.4	i	-15.9	i	i	i	i	i
CCCn1c(SCC(=O)Nc2ccc3c(c2)OCO3)nc2c1c(=O)n(C)c(=O)n2C	-2.0	i	i	-13.2	i	5.3	i	i	i	i	i
CC(C)(C)NC(=O)NC(=O)COc1ccc(Br)cc1Br	2.6	i	i	-5.1	i	19.2	i	i	i	i	i
CC1CCCC(C)N1C(=O)COC(=O)c1cc(Br)ccc1Cl (stereo not given)	-9.0	i	i	-4.5	i	13.7	i	i	i	i	i
CCOc1ccc(Br)cc1C(=O)N/N=C/c1cccc(C)n1	-1.7	i	i	-5.4	i	-1.5	i	i	i	i	i
COc1cccc(-c2nnn(CC(=O)NC3CCCC3)n2)c1OC	1.2	i	i	-7.2	i	4.2	i	i	i	i	i
COc1ccc(/C=C2\SC(=O)N(CCC(=O)N3CCCCC3)C2=O)cc1OC	-1.7	i	i	-7.1	i	7.6	i	i	i	i	i
CCCNC(=O)NS(=O)(=O)c1ccc(Cl)cc1	11.3	i	i	-6.0	i	15.6	i	i	i	i	i
C[C@]12C(=O)N(c3cccc(Cl)c3)C(=O)N1[C@H]1c3ccccc3OC[C@@H]1[C@H]2c1ccccc1	3.5	i	i	-9.5	i	-0.8	i	i	i	i	i
NC(=O)c1cc(-c2ccccc2)sc1NC(=O)CN1CCCCC1	2.6	i	i	-6.7	i	-2.0	i	i	i	i	i
CC(C(=O)c1c[nH]c(C(=O)N=CN(C)C)c1)c1ncc(C(F)(F)F)cc1Cl (stereo not given)	-7.4	i	i	1.2	i	2.5	i	i	i	i	i
COc1ccccc1C(=O)Nc1ccc(Br)c2cccnc12	nt	i	i	-3.0	i	2.6	i	i	i	i	i
Cc1ncc([N+](=O)[O-])n1CC(=O)Nc1ccc(F)c(F)c1	-4.8	i	i	-2.0	i	-2.8	i	i	i	i	i
COc1ccc(OC)c(Nc2cc(C)nc3nc(C)nn23)c1	1.0	i	i	-4.7	i	1.3	i	i	i	i	i
N/C(=N\OC(=O)COc1ccc(Br)cc1Cl)c1cccnc1	-2.8	i	i	-4.0	i	-1.0	i	i	i	i	i
COc1cccc(NC(=O)CN2C(=O)COc3ccc(S(=O)(=O)N4CCCCCC4)cc32)c1	-2.0	i	i	-9.9	i	9.7	i	i	i	i	i
CCn1cc(C(=O)NCc2ccc3c(c2)OCO3)c(=O)c2cc(F)c(N3CCN(C(=O)c4ccco4)CC3)cc21	3.0	i	i	-8.8	i	-10.8	i	i	i	i	i
Cc1cc(C)c(NC(=O)COC(=O)c2ccc([N+](=O)[O-])s2)c(C)c1	0.3	i	i	-5.3	i	2.9	i	i	i	i	i
Cc1ccccc1N1CCN(CCCOc2ccc3c(C)cc(=O)oc3c2)CC1	-0.2	i	i	-26.8	i	1.0	i	i	i	i	i

Shown as a hit in KCNQ1 block, of those listed so far:
Compound,DYRK1A inh,KCNK9 inh,TRPC4 PAM,PolyA inh,Platelet DG rel,KCNK3 inh,KCNQ1 block,TRPC4 block
CN(C)C(CNC(C(=O)Nc1ccc([N+](=O)[O-])cc1Br)c1ccccc1)c1ccccc1 (stereo not given),1.1,i,i,i,-3.4,i,9*,i

The listing picks up with the 2 entries that preceded the break.
SMILES	DYRK1A inh	KCNK9 inh	TRPC4 PAM	hERG protect	PolyA inh	Platelet DG rel	TRPC4 act	KCNK3 inh	KCNQ1 block	KCNQ1 pot	TRPC4 block
Cc1cc(C)c(NC(=O)COC(=O)c2ccc([N+](=O)[O-])s2)c(C)c1	0.3	i	i	-5.3	i	2.9	i	i	i	i	i
Cc1ccccc1N1CCN(CCCOc2ccc3c(C)cc(=O)oc3c2)CC1	-0.2	i	i	-26.8	i	1.0	i	i	i	i	i
O=C(Cc1ccc(F)cc1)NC1CCCC1	6.5	i	i	-4.3	i	3.4	i	i	i	i	i
NC(=O)c1ccc(NC(=O)CSc2nnc(C3CCCCC3)n2N)cc1	-4.8	i	i	-1.6	i	-1.2	i	i	i	i	i
COc1cc2c(cc1OC)C(C)N(S(=O)(=O)c1ccc(Cl)nc1)CC2 (stereo not given)	nt	i	i	-7.9	nt	20.3	i	i	i	i	i
CCn1cc(C(=O)NCCc2ccc(Cl)cc2)c(=O)c2ccc(C)nc21	1.6	i	i	-9.5	i	-2.2	i	i	i	i	i
OC1(c2cccs2)CN(c2ccccc2)C2=[N+]1CCCC2 (stereo not given)	-5.1	i	i	-7.8	i	4.8	i	i	i	i	i
Cc1ccc(NC(=S)N2CCN(S(=O)(=O)c3ccccc3)CC2)cc1	-3.1	i	i	-11.4	nt	nt	i	i	i	i	i
C=CCSC1=C(C#N)C(c2cccc(OC)c2)CC(=O)N1 (stereo not given)	2.1	i	i	-11.2	i	22.7	i	i	i	i	i
CCOC(=O)c1c(C)[nH]c(C2=NNC(=Nc3ccccc3)SC2)c1C	1.5	i	i	-7.9	nt	0.2	i	i	i	i	i
COc1cc2c(cc1OC)C(C1C(=O)CC(C)(C)CC1=O)N(C(=O)CCl)CC2 (stereo not given)	-2.0	i	i	-5.3	i	7.6	i	i	i	i	i
Cc1cccc(OCCOCCN2CCNCC2)c1C	0.9	i	i	-4.2	i	2.1	133*	i	i	i	i
O=C(CCCN1C(=O)C2C3C=CC(C3)C2C1=O)N1CCN(c2ccccc2)CC1 (stereo not given)	0.1	i	i	-7.3	i	nt	i	i	i	i	i
COc1ccc(CC(=O)NC(c2ccccc2)c2ccc(C)cc2)c(OC)c1 (stereo not given)	3.8	i	i	-1.6	i	1.3	i	i	i	i	i
O=C1/C(=C/c2ccc(O)cc2)SC(=S)N1CC1CCCO1 (stereo not given)	0.7	i	i	-12.5	i	-4.2	i	i	i	i	i
O=C(Nc1ccc2nc(-c3ccco3)c(-c3ccco3)nc2c1)NC1CC1	4.3	i	i	-17.1	i	-3.7	i	i	i	i	i
Cc1c(C)n(CCc2ccccc2)c2ncnc(NCCCO)c12	0.6	i	i	-2.7	i	-0.4	i	i	i	i	i
c1cncc(CNc2ncnc3sccc23)c1	1.0	i	i	-11.2	i	-0.7	44*	i	10*	i	i
O=C(Nn1cnnc1)c1cc([N+](=O)[O-])cc([N+](=O)[O-])c1	8.6	i	i	-6.9	i	-0.4	i	i	i	i	i
Cn1c(NCCO)nc2c1c(=O)n(Cc1cccc(Cl)c1)c(=O)n2C	-1.0	i	i	-6.4	i	5.6	i	i	i	i	i
O=C(NCc1cccnc1)C(=O)NCC1OCCCN1S(=O)(=O)c1ccc(F)cc1 (stereo not given)	2.0	i	i	-8.9	i	0.6	i	i	i	i	i
CC(=O)Nc1ccc(NC(=O)Nc2ccc3c(c2)N(C)C(=O)CS3)cc1	1.9	i	i	-6.0	i	-3.2	i	i	i	i	i
CCc1cc2c(=O)c(-c3nc4ccccc4n3C)c(C)oc2c(CN2CCOCC2)c1O	-3.0	i	i	-12.2	i	7.8	i	i	i	i	i
CCOC(=O)c1c(SC)n(-c2ccccc2)c(=S)n(-c2ccccc2)c1=O	1.0	i	i	-4.5	i	-5.0	i	i	i	i	i
C=CCN(C(=O)CCC(=O)Nc1cc(C)on1)C(C(=O)NC1CCCC1)c1ccc(OC)cc1OC (stereo not given)	-4.9	i	i	-2.9	i	11.1	i	i	i	i	i
Cc1ccc(SCn2nnc3ccccc3c2=O)c(C)c1	-0.8	i	i	-8.3	i	33.7	i	i	i	i	i
CCOc1cc(/C=C/c2cc(C(=O)O)c3ccccc3n2)ccc1O	0.5	i	i	-1.3	i	25.4	i	i	i	i	i

Retrieved one by one from above:
SMILES	DYRK1A inh	KCNK9 inh	TRPC4 PAM	hERG protect	PolyA inh	Platelet DG rel	TRPC4 act	KCNK3 inh	KCNQ1 block	KCNQ1 pot	TRPC4 block
Cc1ccc(NC(=S)N2CCN(S(=O)(=O)c3ccccc3)CC2)cc1	-3.1	i	i	-11.4	nt	nt	i	i	i	i	i
O=C1/C(=C/c2ccc(O)cc2)SC(=S)N1CC1CCCO1 (stereo not given)	0.7	i	i	-12.5	i	-4.2	i	i	i	i	i
CCCn1c(SCC(=O)Nc2ccc3c(c2)OCO3)nc2c1c(=O)n(C)c(=O)n2C	-2.0	i	i	-13.2	i	5.3	i	i	i	i	i
